PostGolgi ctrl – inhibits growth of the yeast control strain; hit rate 5% among 98,000; inhibition, % at 10 µM; efflux-deficient yeast background strain, growth absorbance A615, 16 h
hDAT+cocaine – human DAT dopamine uptake with cocaine, either direction; Q01959; LLC-PK1 hDAT cells, [14C]-dopamine uptake with cocaine IC80; actives deviate in either direction; B-score at 10 µM; hit rate 1.3% among 110,000;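 active = Z score or B-score, a plate-position-corrected score, falls beyond the plate's 99.7% confidence bounds, in either direction; inactive = both scores lie inside the 99.7% bounds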;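 note: scored against the spread of the other compound wells on the same plate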
Target sequence (Q01959 whole entry, looked up): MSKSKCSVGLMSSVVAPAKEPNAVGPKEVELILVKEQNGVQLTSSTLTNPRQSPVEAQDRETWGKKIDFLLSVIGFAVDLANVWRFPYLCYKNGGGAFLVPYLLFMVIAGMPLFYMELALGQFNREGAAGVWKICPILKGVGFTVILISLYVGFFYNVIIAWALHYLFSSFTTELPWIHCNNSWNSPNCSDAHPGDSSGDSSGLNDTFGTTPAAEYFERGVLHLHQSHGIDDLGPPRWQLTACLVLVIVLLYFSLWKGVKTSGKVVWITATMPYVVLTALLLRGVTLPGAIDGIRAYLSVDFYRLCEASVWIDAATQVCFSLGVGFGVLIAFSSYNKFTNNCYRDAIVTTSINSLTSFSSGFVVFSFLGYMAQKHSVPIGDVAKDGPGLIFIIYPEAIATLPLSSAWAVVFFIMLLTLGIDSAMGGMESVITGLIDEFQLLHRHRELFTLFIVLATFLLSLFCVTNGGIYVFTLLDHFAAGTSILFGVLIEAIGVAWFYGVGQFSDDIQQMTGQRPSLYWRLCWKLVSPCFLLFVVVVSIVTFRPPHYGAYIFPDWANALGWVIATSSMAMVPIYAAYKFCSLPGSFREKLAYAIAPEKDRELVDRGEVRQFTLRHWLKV
HUVEC inhibit – inhibitors of human endothelial cell proliferation | HUVEC proliferation, CellTiter-Glo luminescence, 72 h; stronger effect = lower value | viability, % at 10 µM (by protocol) | hit rate 1.1% among 86,000 | AID 648;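 active = viability at or below 30%; inactive = viability above 30%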;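 note: 100% = median luminescence of DMSO-only cell control wells on each plate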
E coli WT exp – growth inhibitors of E. coli BW25113 wild type; growth inhibition, % at 100 µM; hit rate 0.15% among 98,000; OD600 absorbance;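 active = growth inhibition above about 50% at one test dose, limit read from the data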;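 note: growth measured after 20 h incubation at 37 °C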
Fibroblast inh – blocks proliferation of human lung fibroblasts; LL 47 human lung fibroblast viability, ATP luminescence; stronger effect = lower value; viability, % at 10 µM; hit rate 1.1% among 85,000;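 active = viability at or below 50% in the single dose screen; inactive = viability above 50%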;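 note: compound exposure lasted 72 h before the ATP readout; 100% = median luminescence of untreated cell-only wells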
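Benchmarks: Cell-only wells, no compound | Test system: LL 47 human lung fibroblasts, passage 12 or lower | Input: 1,150 cells/well | Measured by: CellTiter-Glo luminescence measuring cellular ATP | Medium: IMEM, 15% FBS supplement | Schedule: Overnight attachment after seeding, then 72 h compound exposure at 37 °C | Doses: Compound addition at 0.1% DMSO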
S1P2 agonist – S1P2 (human) receptor agonism. hit rate 0.46% among 97,000. activation, % at 4.5 µM. S1P2-expressing cell line, agonist reporter read-out. AID 729; in the data active = activation above about 16%;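 note: 0% = vehicle low control and 100% = maximal reference agonist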
Target sequence (O95136 whole entry, looked up): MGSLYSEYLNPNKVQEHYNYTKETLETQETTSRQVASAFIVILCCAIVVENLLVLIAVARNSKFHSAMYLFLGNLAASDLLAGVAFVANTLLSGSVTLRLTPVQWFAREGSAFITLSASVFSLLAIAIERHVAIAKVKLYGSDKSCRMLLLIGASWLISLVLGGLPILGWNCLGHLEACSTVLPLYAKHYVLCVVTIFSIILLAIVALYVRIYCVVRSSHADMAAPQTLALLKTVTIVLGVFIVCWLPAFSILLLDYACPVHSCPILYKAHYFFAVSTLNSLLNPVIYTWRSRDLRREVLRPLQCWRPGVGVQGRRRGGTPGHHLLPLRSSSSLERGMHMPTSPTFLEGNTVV
H69AR growth 86K – blocks growth of human H69AR lung tumor cells; hit rate 6% among 85,000; viability, % at 10 µM; H69AR lung tumor viability, ATP luminescence, 72 h; stronger effect = lower value; AID 598;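 active = viability at or below 40%; inactive = viability above 40%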;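 note: multidrug resistant small cell line overexpressing MRP-1 efflux transporter; 100% = mean luminescence of untreated control wells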
PostGolgi yeast – growth inhibition of a yeast mutant, post-Golgi transport screen; post-Golgi transport phenotypic cell assay; inhibition, % at 10 µM; hit rate 0.9% among 98,000; AID 739;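 note: yeast cells grown in 1536-well plates; yeast grown about 18 h at 30C before absorbance read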
S1P2 antag – blocks the human S1P2 receptor; O95136; cell-based S1P2 antagonist assay, inhibition at 5 uM; inhibition, % at 5 µM; hit rate 0.21% among 97,000; in the data active = inhibition above about 45%;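 note: CRE beta-lactamase reporter cells expressing human S1P2 stimulated with S1P; 0% = agonist at EC80 alone and 100% = agonist plus reference antagonist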
Starred values were filed as active, the others as inactive; . = not tested or not shown. Cut-off read from the data, not from the text of the source, unless noted: active = inhibition above about 30%; inactive = the rest. Rows were taken by chance; about 11% have a hit in one of these screens.

SMILES	PostGolgi ctrl	hDAT+cocaine	HUVEC inhibit	E coli WT exp	Fibroblast inh	S1P2 agonist	H69AR growth 86K	PostGolgi yeast	S1P2 antag
CCOC(=O)C(C(=O)NCc1cccc(OC)c1)c1ncc(C(F)(F)F)cc1Cl (configuration not stated)	-1.0	0.652	.	-1.0	.	-9.7	.	-4.7	6.5
Cc1ccc2nc(-c3ccccn3)oc2c1	1.1	-0.0545	82.3	6.0	83.9	-5.8	79.1	4.4	-8.7
CC(=O)Nc1ccc(S(=O)(=O)N2CCCCC2c2cccnc2)cc1 (configuration not stated)	34.9*	-0.518	97.6	5.0	96.9	-3.0	93.3	0.8	14.1
S=C(Nc1ccc2snnc2c1)N1CCN(c2ccccn2)CC1	4.8	-0.019	.	-12.0	.	-0.6	.	2.0	2.9
CCOC(=O)c1[nH]c2ccc(OC)cc2c1C	1.0	.	.	-5.0	.	-6.4	.	-5.1	11.1
C/C(=N\O)C(=O)NCCCNCCCN(C)C	-2.1	0.878	99.5	-1.0	96.1	-0.3	96.5	3.3	-28.2
COc1ccc(/C=C(/C#N)C(=O)Nc2cccc(C)c2C)cc1C(=O)O	3.1	-0.518	.	7.0	.	-2.8	.	-7.5	-31.2
Cc1nnc(NCCN2CCOCC2)[nH]c1=O	2.0	-0.0844	97.3	6.0	94.9	-4.7	88.5	10.6	-17.0
Cc1cc2n(n1)C(c1ccsc1)Nc1ccccc1-2 (configuration not stated)	22.6	0.0152	88.9	1.0	93.6	1.2	116.4	5.8	-56.7
Cc1c(NC(=O)c2cnn3cccnc23)c(=O)n(-c2ccccc2)n1C	2.6	-0.411	96.0	1.0	104.1	2.0	94.2	15.0	-11.9
CCN(CC)C(=O)CSc1nc2ncccc2[nH]1	5.5	-0.89	105.0	6.0	100.2	-0.7	85.1	3.3	-15.2
Cc1cccc(C(=O)Nc2sc(C(=O)N3CCCC3)c(C)c2C#N)c1	18.2	0.355	80.6	0.0	94.0	-0.7	76.6	8.3	-30.4

A draw from above in order of heavy-atom count, descending:
SMILES	PostGolgi ctrl	hDAT+cocaine	HUVEC inhibit	E coli WT exp	Fibroblast inh	S1P2 agonist	H69AR growth 86K	PostGolgi yeast	S1P2 antag
CCOC(=O)C(C(=O)NCc1cccc(OC)c1)c1ncc(C(F)(F)F)cc1Cl (configuration not stated)	-1.0	0.652	.	-1.0	.	-9.7	.	-4.7	6.5
Cc1cccc(C(=O)Nc2sc(C(=O)N3CCCC3)c(C)c2C#N)c1	18.2	0.355	80.6	0.0	94.0	-0.7	76.6	8.3	-30.4
CCOC(=O)c1[nH]c2ccc(OC)cc2c1C	1.0	.	.	-5.0	.	-6.4	.	-5.1	11.1

Later entries:
SMILES	PostGolgi ctrl	hDAT+cocaine	HUVEC inhibit	E coli WT exp	Fibroblast inh	S1P2 agonist	H69AR growth 86K	PostGolgi yeast	S1P2 antag
CC(=O)Nc1ccc(NC(=O)c2oc3cc(C)c(C)cc3c2C)cc1	25.2	-0.467	113.1	-9.0	106.7	.	80.2	0.2	.
CCOC(=O)C1CCCN(C(=O)Cc2c(C(=O)O)[nH]c3ccccc23)C1 (configuration not stated)	4.8	0.801	99.4	-3.0	109.8	-7.2	87.7	1.3	27.0
Cc1nc2ccccc2c(=O)n1NC(=O)COc1ccccc1	.	-0.438	99.0	.	100.5	.	88.5	.	.
CS(=O)(=O)N1CCCC(C(=O)NCc2ccc(F)cc2Cl)C1 (configuration not stated)	-3.9	-0.425	102.7	-1.0	88.5	-2.3	83.2	-2.7	-4.5
Cc1ccc(NC(=O)Nc2ccc3c(c2)N(C)C(=O)CS3)cc1C	12.9	0.834	64.8	-3.0	93.4	-4.0	78.6	-8.2	12.9
O=C(O)C1C2C=CC(C2)C1C(=O)NC(c1ccccc1)c1ccccc1 (configuration not stated)	13.7	0.41	90.0	12.0	97.7	-0.5	99.3	1.4	-3.2
COc1ccc(CCNS(=O)(=O)c2ccc(OC)cc2)cc1	10.2	1.08	96.4	9.0	93.3	-5.1	90.7	0.0	-8.0
CCCCC(=O)Nc1nc(C)c(-c2csc(Nc3ccccc3OC)n2)s1	17.2	2.75*	.	-12.0	.	-9.2	.	-2.8	21.3
COc1cc(Cl)c(S(=O)(=O)NCCCN2CCOCC2)cc1Cl	-4.3	-1.97	90.2	1.0	97.2	-8.5	91.2	-5.4	-11.1
CCCCOc1ccc(/C=c2\sc3ncnn3c2=O)cc1	5.6	-0.631	90.3	-4.0	107.7	0.5	88.8	-8.5	1.1
CCOC(=O)c1c(C)[nH]c(C(=O)OCC(=O)N2c3ccccc3CC2C)c1C (configuration not stated)	-5.1	-0.476	85.2	4.0	106.7	-8.5	88.7	-7.9	8.9
O=C(Oc1ccc(-c2cnc3ccccc3n2)cc1)c1ccc(Cl)c([N+](=O)[O-])c1	6.7	0.545	.	-1.0	.	-2.6	.	-10.1	-5.7
CCOC(=O)c1ccc(S(=O)(=O)N2CCN(CCC#N)CC2)cc1	1.1	-0.0592	87.8	1.0	95.3	.	92.9	-8.1	.
CCOC(=O)CNC(=O)CSc1nnc(-c2ccco2)n1N	3.2	-0.29	99.1	3.0	100.1	-2.0	.	-0.8	7.0
Cc1ccc(OCC(=O)N/N=C/c2ccc([N+](=O)[O-])o2)cc1	21.2	-0.181	.	29.0	.	-9.0	.	4.6	5.5
Cc1cccc(NC(=O)N(C)Cc2cccs2)c1	3.1	0.688	.	3.0	.	-1.6	.	-8.5	-3.6
O=C(CSc1nnc(-c2ccco2)n1Cc1ccccc1)c1ccccc1	12.7	3.44*	96.6	-15.0	87.0	-2.4	70.8	-0.5	-19.4
COc1nc(Oc2ccc(C(=O)O)cc2)nc(Oc2ccc(C(=O)O)cc2)n1	4.8	0.249	98.9	-6.0	103.1	-2.2	101.9	0.3	-10.5
COC(=O)c1ccc(NC(=O)CSc2nnc(CNc3ccc(F)cc3)n2C)cc1	11.3	0.122	78.3	-2.0	90.2	-10.6	86.3	5.0	14.6
CCC(=O)N1CCN(c2nc3ccccc3s2)CC1	-3.0	0.18	103.7	5.0	102.0	-10.3	100.4	1.0	12.7
COCc1cc(=O)[nH]c(Nc2nc3ccccc3o2)n1	1.9	0.36	.	-2.0	.	-10.7	.	0.2	12.3
CCN(CC)C(=O)C1CCN(S(=O)(=O)c2ccc3oc4ccccc4c3c2)CC1	9.7	2.26*	94.9	0.0	100.6	-6.0	86.1	-3.3	38.5
COc1ccc(S(=O)(=O)N(C)CC(=O)Nc2ccccc2OC)cc1C	10.7	0.083	95.1	-7.0	103.1	-3.9	98.2	-3.8	5.7
COc1ccc(-n2c(Cc3cccn3C)nnc2SCC(=O)Nc2ccc(Cl)cc2)cc1	7.0	-0.253	100.7	-3.0	75.3	-2.3	62.5	-7.2	7.2
CCOc1ccc(C(C)C)cc1S(=O)(=O)Nc1ccc(Cl)cn1	-1.7	0.0232	96.4	-3.0	101.5	-10.1	80.2	-7.3	-40.3
Cc1ccc2oc(C(=O)NCc3ccc4c(c3)OCO4)c(C)c2c1	28.0	-0.00159	84.7	-9.0	102.5	1.2	91.6	-1.4	0.2
CCSc1ncccc1-c1nc2ccccc2[nH]1	22.3	.	102.4	3.0	102.7	-3.6	80.0	3.0	4.3
CC(/C=N/N1CCN(c2ccccc2)CC1)=C\c1ccco1	29.8	-0.13	76.5	0.0	76.7	-7.1	69.5	-17.7	-3.4
CCN=c1sc(C(=O)NCCc2ccccc2)cc(=O)n1CC	9.9	-0.0218	58.8	-3.0	86.6	-11.2	9.9*	0.2	-21.5
COC(=O)CN(c1ccc(C)cc1)S(=O)(=O)c1c(C)[nH]c(=O)[nH]c1=O	13.4	-0.696	87.0	-3.0	93.8	-5.4	107.2	-0.2	1.2
O=C(NCCSc1ccc(Cl)cc1)c1ccco1	-1.3	-0.219	94.9	8.0	102.3	-3.6	95.1	-4.2	-2.4
Cn1cccc1Cc1nnc(SCC(=O)N2CCCC2)n1CCc1ccccc1	-2.9	-0.678	103.0	2.0	94.0	-2.1	91.1	7.1	-6.6
CCN(CC)CCn1c(SCC(=O)NCc2ccco2)nc2c(sc3ccccc32)c1=O	3.5	-0.825	79.2	0.0	101.6	0.1	84.8	-1.6	-4.1
c1ccc(Nc2nc(N3CCCCC3)nc(N3CCNCC3)n2)cc1	14.6	0.0498	.	32.0	.	-3.0	.	0.8	3.4
COc1ccccc1N(C)S(=O)(=O)c1ccc(C(=O)N2CCC(C(N)=O)CC2)cc1	2.0	1.73	.	3.0	.	-2.5	.	11.0	2.2
Cc1cc(C)cc(N2C(=O)CC(Sc3nnnn3-c3ccccc3)C2=O)c1 (configuration not stated)	1.5	-0.299	.	-5.0	.	-6.7	.	4.8	-8.7
COc1ccc(NC(=O)c2cncc(Br)c2)c(S(=O)(=O)N2CCOCC2)c1	1.7	0.176	93.2	5.0	113.3	-6.0	72.4	-3.5	14.1
CN(C)c1ccc(C(=S)NCc2ccco2)cc1	-2.9	0.34	95.7	1.0	99.5	-7.0	100.7	4.3	10.8
Cc1cccc(-c2c3c(=O)n(C)c(=O)n(C)c3cn2-c2ccccc2O)c1	9.5	0.84	88.3	-6.0	93.2	-6.2	73.7	-3.2	17.4
O=C1CC(NCc2ccc3c(c2)OCO3)C(=O)N1CCc1ccccc1 (configuration not stated)	-5.1	-1.45	97.6	6.0	101.2	.	94.0	0.6	.
CC(C)COc1ccc(C(=O)NCc2ccco2)cc1	5.3	-7.84*	91.7	0.0	95.2	0.6	99.7	-2.6	-14.7
CN(C)c1ccc(C2=NOC(CN3C(=O)c4ccccc4S3(=O)=O)C2)cc1 (configuration not stated)	5.4	0.512	92.9	-3.0	102.3	-12.4	66.8	-3.5	26.8
CC(C)(C)c1cc(NCCCn2ccnc2)n2ncc(-c3ccc(Cl)cc3)c2n1	93.5*	0.355	8.7*	2.0	44.7*	-10.2	5.2*	57.6*	19.7
O=C1CCC(=O)N1CN(C(=O)c1ccco1)c1ccccc1	-7.5	0.276	90.7	-4.0	96.6	-1.8	96.1	-2.3	4.9
CCOC(=O)c1c(C)nc(C)c(C(=O)OCC)c1-c1ccc(OC)cc1	16.3	0.131	.	5.0	.	-4.4	.	19.2	20.8
COc1ccc(/C=C(\C#N)c2nc3ccc(C)cc3[nH]2)cc1Oc1ccc(C(F)(F)F)cc1[N+](=O)[O-]	7.5	.	.	-5.0	.	-5.1	.	-10.3	-1.8
CC(C)C(=O)Nc1ccc(Nc2ccccc2)cc1	-7.1	.	99.3	0.0	99.8	-5.8	100.2	-3.3	1.8
O=C(O)Cn1cc(C(=O)C2CC2)c2ccccc21	-4.9	0.106	75.2	-2.0	97.3	0.4	98.0	1.9	10.5
COc1ccc(Br)cc1/C=N/NC(=O)c1nc(-c2ccccc2)n2c1CCCCC2	36.2*	-0.834	.	-17.0	.	-7.3	.	19.9	0.5
O=C(Cc1c(F)cccc1Cl)Nc1ccon1	-1.0	0.149	103.4	8.0	105.5	-2.0	93.9	-4.7	2.7
CC1(C)C(=O)Nc2ccccc2N1C(=O)COC(=O)Cn1cnc2ccccc2c1=O	.	0.373	91.1	.	101.8	-2.2	80.9	.	16.7
CC1(C)Oc2ccc(C(=O)NC3CC3)cc2N(CC(=O)N2CCOCC2)C1=O	5.0	-0.187	92.3	-7.0	98.0	.	84.7	0.0	.
COc1cccc(OCCn2ccnc2)c1	3.4	-0.0616	83.9	9.0	94.5	-4.9	93.8	-0.3	-11.6

High-throughput results: PubChem BioAssay, several laboratories
